High-throughput results deposited in PubChem by several laboratories.
N-glyco inh: N-linked glycosylation inhibition. 0.23% of 360,000 active. D54 ERlucT glycosylation luciferase reporter, 24 h; percent of 100 nM tunicamycin response. reporter increase, % at 12.5 µM;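 active = mean luciferase reporter signal, scaled so untreated is 0 and the glycosylation-blocking control 100, at or above a set limit in every replicate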;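 note: luciferase carries N-glycosylation sites so blocking glycosylation raises the light; 0% = median of neutral control wells and 100% = median of 100 nM tunicamycin wells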
CaV13 ICDI inh: Disruptors of the CACNA1D IQ motif to Ca2+-dependent inactivation inhibitor domain association, primary screening, Förster resonance energy transfer in intact living … | inhibition, % at 12.3 µM | HEK cells, CFP/YFP FRET ICDI-IQ, plate reader, 10 min; percent FRET-ratio fall versus neutral wells | AID 743397 | 0.098% of 340,000 active;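 active = mean replicate inhibition of at least 30% and at least 1% of replicates passing that level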;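 note: 0% = median of the neutral control wells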
m5-HT2A agonist: activates the mouse 5-HT2A serotonin receptor; P35363; AID 624169; activation, % at 7.6 µM; 0.66% of 360,000 active; CHO-K1 mHTR2A beta-arrestin complementation, luminescence; percent of 30 µM serotonin response;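 active = activation above a run cutoff, the mean activation of all tested compounds plus 3 SD, cut at about 14% in these data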;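 note: 0% = plate median of compound wells and 100% = 30 µM serotonin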
Target sequence (P35363 whole entry, looked up): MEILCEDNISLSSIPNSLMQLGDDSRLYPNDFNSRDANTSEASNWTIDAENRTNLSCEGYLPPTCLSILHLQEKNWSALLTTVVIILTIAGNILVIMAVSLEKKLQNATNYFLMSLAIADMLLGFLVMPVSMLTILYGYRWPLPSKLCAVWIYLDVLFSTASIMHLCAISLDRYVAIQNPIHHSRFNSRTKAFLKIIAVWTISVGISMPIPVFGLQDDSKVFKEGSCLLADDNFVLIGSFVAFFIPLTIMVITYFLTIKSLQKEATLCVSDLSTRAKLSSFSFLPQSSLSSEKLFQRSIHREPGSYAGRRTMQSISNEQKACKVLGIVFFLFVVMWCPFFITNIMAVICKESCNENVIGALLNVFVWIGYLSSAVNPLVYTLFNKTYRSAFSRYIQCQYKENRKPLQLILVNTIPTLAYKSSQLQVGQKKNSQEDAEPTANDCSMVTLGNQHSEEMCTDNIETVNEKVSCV
ABCB6 inh 2: inhibitors of human ABC transporter ABCB6 | Q9NP58 | K562-ABCB6 porphyrin accumulation, flow cytometry, 1 h; stronger effect = lower value | fluorescence ratio to DMSO, % at 10 µM | 0.19% of 360,000 active | AID 602162;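 active = fluorescence ratio to DMSO below 75%, the collection mean minus 3 SD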;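 note: signal is porphyrin accumulated inside mitochondria; 100% equals median channel fluorescence of DMSO control wells; lower ratio means ABCB6 inhibition with less porphyrin fluorescence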
H9c2 protect: protects H9c2 cardiomyocytes from peroxide injury; AID 588492; protection from H2O2 cell death, % at 20 µM; 0.63% of 360,000 active; H2O2 injury protection, ATPLite, 2 h;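 active = compounds giving at least 50% protection of heart cells from peroxide-induced death in the single-dose screen, raw or plate-pattern-corrected value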;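 note: 0% = DMSO wells with peroxide and 100% = DMSO wells without peroxide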
PDI inh: inhibitors of human protein disulfide isomerase | P07237 | PDI insulin aggregation turbidity, A650, 90 min | inhibition, % at 10 µM | 0.052% of 350,000 active | AID 588391;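 active = mean inhibition across replicates of 30% or more, whatever share of single replicates reach that level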;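 note: absorbance from insulin aggregation driven by PDI reduction with DTT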
Target sequence (P07237 whole entry, looked up): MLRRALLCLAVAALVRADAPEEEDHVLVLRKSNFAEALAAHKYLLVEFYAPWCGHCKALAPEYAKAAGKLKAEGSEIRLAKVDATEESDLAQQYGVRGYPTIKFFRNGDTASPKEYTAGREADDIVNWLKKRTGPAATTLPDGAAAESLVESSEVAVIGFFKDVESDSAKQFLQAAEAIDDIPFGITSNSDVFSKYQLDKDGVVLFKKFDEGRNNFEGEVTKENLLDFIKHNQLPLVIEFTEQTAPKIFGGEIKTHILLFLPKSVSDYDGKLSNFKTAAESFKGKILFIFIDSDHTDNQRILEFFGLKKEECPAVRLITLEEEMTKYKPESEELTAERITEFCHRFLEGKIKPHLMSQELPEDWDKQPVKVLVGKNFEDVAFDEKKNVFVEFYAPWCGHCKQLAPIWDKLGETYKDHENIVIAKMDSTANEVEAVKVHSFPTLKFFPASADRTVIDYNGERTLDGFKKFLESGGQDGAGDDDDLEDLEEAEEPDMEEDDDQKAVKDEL
aDG glyco act: alpha-DG glycosylation activation; Pro5-aDG cells, alpha-DG glycosylation AlphaScreen (IIH6); 0% Pro5, 100% B10-LARGE cell signal; activation, % at 10 µM; 0.22% of 360,000 active; AID 624168;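 active = activation of at least 8% versus controls, or a plate z-score of at least 8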;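 note: Pro5 are CHO cells carrying HIG-tagged alpha-DG that lacks glycosylation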
MC4R ag barr: activates human MC4R beta-arrestin recruitment; P32245; U2OS MC4R beta-arrestin complementation, luminescence; percent of melanotan II response, DMSO zero; activation, % at 8.9 µM; 0.98% of 360,000 active; AID 540308;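 active = activation above a per-plate cutoff, the mean activation of sample wells on that plate plus 3 SD, cut at about 8% in these data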
MC4R antag cAMP: human MC4R antagonism in cAMP assay. P32245. MC4R-expressing cells, MTII-stimulated cAMP, LANCE TR-FRET. inhibition, % at 6.5 µM. 0.48% of 360,000 active. AID 540295;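 active = inhibition above its plate's cutoff, the mean of tested wells on that plate plus 3 SD, cut at about 29% in these data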;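 note: 0% = Melanotan II alone and 100% = Melanotan II plus saturating MCL0020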
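Test system: U2OS cells stably expressing human melanocortin 4 receptor (MC4R); also added: Melanotan II challenge; compound: 6.5 µM single dose; timing: 30-min compound preincubation, 1-h Melanotan II challenge, 1-h detection, room temperature; signal: Eu-cAMP/anti-cAMP TR-FRET, emission 671 nm; repeats: one well per compound, no replicates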
Vif imaging: blocks HIV Vif function; HEK293T cells, Vif self-association by quenched fluorescence, imaging, 24 h; inhibition, % at 7.49 µM; 0.35% of 340,000 active; in the data active = inhibition above about 50%, passing the limit was not always enough; note: some results filed as inactive read as strong as hits
* = called active by the depositor; . = not tested or not shown.

SMILES	N-glyco inh	CaV13 ICDI inh	m5-HT2A agonist	ABCB6 inh 2	H9c2 protect	PDI inh	aDG glyco act	MC4R ag barr	MC4R antag cAMP	Vif imaging
Cc1cc(C)c2c(c1)/C(=N/NC(=S)Nc1ccc(F)cc1)CCC2	2	-3	2	89	-12	4	-0.3	-2.7	3	0
COc1ccc(C(=O)NNC(=O)c2ccccn2)cc1	-23	9	-6	99	-10	5	-0.3	-0.7	-3	2
CCc1ccc(NC(=O)c2cc(S(=O)(=O)N3CCCC3)ccc2F)cc1	-2	-8	-1	93	-24	-6	0.6	-0.4	8	.
Cc1ccc(-c2csc(=S)n2CC(=O)OCC(=O)NC(C)C(C)C)cc1 (configuration not stated)	-1	-5	-3	102	-13	-7	0.2	1.5	1	-2
CCCS(=O)(=O)N1CCCC(C(=O)NCCCN2CCN(c3ccccc3F)CC2)C1 (configuration not stated)	-1	.	-2	104	12	0	-0.1	0.6	3	59*
CC1CCC(NC(=O)CC2Oc3ccccc3NC2=O)CC1 (configuration not stated)	2	7	-1	106	-4	-43	0.2	-0.2	0	31
COc1ccc(NC(=O)Nc2cccc(OC)c2)cc1	-2	-3	7	111	-9	0	-0.1	-2.7	4	2
Cc1cccc(C)c1NC(=O)CN(C)C(=O)CCC(=O)N1CCOCC1	2	-5	0	101	-1	-5	0.0	0.6	6	18
COc1cc(NC(=S)Nc2ccc(N(C)C(C)=O)cc2)cc(OC)c1	0	-4	7	106	2	-1	0.3	1.7	-6	0
CCCCn1nc(NC(=O)CC(C)C)c2cc3cc(OC)ccc3nc21	2	4	6	108	0	2	0.2	-0.3	8	-7
N/C(Cc1ccc(Cl)cc1Cl)=N\OC(=O)c1cccs1	1	-5	4	101	-24	-2	0.4	0.2	7	.
CC(=O)NCC(=O)N[C@@H](CC(=O)OCc1ccccc1)C(=O)OCc1ccccc1	0	-3	-1	97	-1	3	-0.1	-0.2	3	-9
CCNC(=O)NC1c2ccccc2CSc2ccccc21 (configuration not stated)	-1	-3	10	114	5	3	0.0	-0.5	9	3
C/C(=N\OCC(=O)Nn1c(=O)[nH]c2ccccc2c1=O)c1ccccc1	2	-2	-2	101	-3	-1	0.0	0.5	3	3
O=C(NCCCO)NC12CC3CC(CC(C3)C1)C2	2	-8	2	96	2	-1	0.7	0.2	7	4
Cc1ccn(CCC(=O)Nc2ccc(-c3ccno3)cc2)n1	-1	-5	-3	103	0	-3	-0.3	-3.3	2	0
O=C(CSc1nnc(-c2ccccn2)n1Cc1ccco1)c1ccc(Cl)cc1	0	-5	-1	100	0	11	0.2	1.8	-1	-14
CCOCCCNC(=O)/C(C#N)=C/c1cc(OC)c(O)c([N+](=O)[O-])c1	17	8	-3	104	13	9	-0.4	-3.6	-44	5
Cc1occc1C(=O)Nc1nccs1	2	.	-1	106	4	2	-0.2	-1.7	6	3
O=C(NCCN1CCOCC1)Nc1ccc(F)cc1	1	11	6	105	-3	-4	-0.1	-1.4	-5	-2
COc1cnc(-c2ccccn2)nc1Oc1cccc(Cl)c1	2	-4	-4	98	10	-1	1.6	-1.5	0	3
Cc1cc(NC(=O)CSc2c[nH]c3ccccc23)no1	.	-10	1	102	4	-3	0.2	-3.4	12	.
Nc1nonc1-n1nnc(C(=O)N/N=C/c2cccc(F)c2)c1CN1CCCC1	2	-2	-2	101	6	.	0.0	-1.2	9	5
CN(CC(=O)Nc1cccc(F)c1)CC(=O)Nc1cccc(S(N)(=O)=O)c1	0	-5	0	98	7	-7	0.0	0.2	12	-2
C[C@@H]1CN([C@@H](C)CO)C(=O)c2cccc(NC(=O)Nc3ccc(F)cc3)c2O[C@@H]1CN(C)Cc1ccc(Oc2ccccc2)cc1	-11	-4	-8	94	-5	15	0.0	-0.5	12	-4
O=C(c1ccc(OC2CCN(CCO)CC2)cc1)N1CCCC1	1	.	1	100	10	-8	-0.2	-0.8	5	29
O=C(c1ccco1)N1CCN(C(c2coc3ccc(Cl)cc3c2=O)c2nnnn2C2CCCC2)CC1 (configuration not stated)	1	.	-2	95	43	-22	0.0	-0.1	16	20
CCC(c1nnnn1Cc1ccc2c(c1)OCO2)N1CCN(CC)CC1 (configuration not stated)	-1	3	-5	100	-8	2	-0.1	-1.8	-1	22
COc1ccc2cc3cc(C(=O)Nc4ccccc4N4CCN(C)CC4)oc3nc2c1	-9	-4	16*	87	-22	-3	-0.8	-1.5	-2	0
CCN(CC)C(=S)Nc1ccc([N+](=O)[O-])cc1	1	-5	-1	104	0	14	-0.2	0.0	-10	-13
COC(=O)c1cccc(CN2C(=O)C(C)Sc3ccc(C#N)cc32)c1 (configuration not stated)	1	-4	-8	97	0	2	0.1	2.5	-3	2
COCCN(CC(=O)Nc1cccc(C)c1C)C(=O)Cn1c(=O)cnc2ccccc21	0	-2	9	97	9	18	-0.1	-1.4	4	6
COc1cccc(CNC(=O)CCC2CCCN(Cc3cc4ccccc4o3)C2)c1 (configuration not stated)	-6	-4	-8	95	5	1	0.7	-1.1	1	1
Cc1ccc(C(=O)NC2CCCc3c2cnn3-c2ccc(F)cc2F)cn1 (configuration not stated)	-1	-7	8	76	-12	-9	0.8	1.7	6	-10
N#Cc1cnn2c3c(cnc12)C(=O)N1CCc2ccccc2C1C3 (configuration not stated)	4	-4	-3	102	21	-1	0.0	-1.9	2	2
Fc1ccccc1N1CCN(CC2CCCCC2)CC1	1	-2	-3	101	2	-2	0.0	-0.6	-4	-3
CCOC(=O)C1CCCN(C(=O)CCn2nc(-c3ccccc3)ccc2=O)C1 (configuration not stated)	1	-5	2	99	3	2	0.0	1.2	1	6
Cc1[nH]c(=S)c(C#N)c(C)c1Cc1ccc(Cl)cc1Cl	0	-2	1	100	4	7	0.3	-3.5	0	-9
CC(=O)Nc1ccc(CN2CCC(N3CCC(C(=O)NC4CC4)CC3)CC2)cc1	0	-5	2	98	5	6	-0.2	0.7	9	-6
CCCOc1ccc(-c2nnc(N)s2)cc1	0	-6	6	90	-17	0	0.0	0.8	12	.
CCN(CC)c1c2c(c(C#N)c3nc4ccccc4n13)CCC2	1	-4	6	83	2	1	0.0	0.1	-2	-25
Cc1ccc(Nc2nc(N)nc(CSCCO)n2)cc1	1	-5	0	104	-4	8	0.1	0.6	7	24
COc1ccc(CN2C(=O)c3ccccc3C2C(=O)NC2CCC(C)CC2)c(OC)c1 (configuration not stated)	0	-4	-6	95	3	-2	0.2	-2.8	7	6
CC(C(=O)N(C)C1CCS(=O)(=O)C1)N1C(=O)/C(=C/c2ccco2)SC1=S (configuration not stated)	-1	-5	-3	103	3	-15	0.9	-0.9	-2	10
C/C(=N\NC(=O)c1csc2ccccc12)c1ccc(O)cc1	2	-5	-4	95	2	12	-0.2	-0.9	-4	-5
C/C=N/NC(=O)CCCC(=O)N/N=C/C	0	-6	-1	112	-8	-5	0.2	-0.7	7	-4
O=C(NCc1cccnc1)NC(=O)c1ccc(Cl)cc1	4	-4	2	97	4	-2	-0.2	-2.5	7	-5
O=C(CCC(=O)NC1CCCCC1)NCc1ccc(F)cc1	0	-10	-4	92	-9	2	-0.1	-1.3	7	-1
CCOC(=O)Cc1csc(NC(=O)CSc2ccc(Br)cc2)n1	2	-4	6	97	-4	-5	0.1	3.3	10	-2
COc1ccc(OC)c(S(=O)(=O)Nc2c(C)n(C)n(-c3ccccc3)c2=O)c1	0	-3	4	100	6	-3	0.0	-2.2	9	-1

2 consecutive records already listed, for reference:
SMILES	N-glyco inh	CaV13 ICDI inh	m5-HT2A agonist	ABCB6 inh 2	H9c2 protect	PDI inh	aDG glyco act	MC4R ag barr	MC4R antag cAMP	Vif imaging
CCN(CC)c1c2c(c(C#N)c3nc4ccccc4n13)CCC2	1	-4	6	83	2	1	0.0	0.1	-2	-25
Cc1ccc(Nc2nc(N)nc(CSCCO)n2)cc1	1	-5	0	104	-4	8	0.1	0.6	7	24

The list continues:
SMILES	N-glyco inh	CaV13 ICDI inh	m5-HT2A agonist	ABCB6 inh 2	H9c2 protect	PDI inh	aDG glyco act	MC4R ag barr	MC4R antag cAMP	Vif imaging
Cc1ccc(NC(=O)CN2CCN(S(=O)(=O)c3ccc4c(c3)OCCO4)CC2)c(C)c1	0	-4	4	97	-1	-3	-0.3	-1.2	8	5
CC1(C)Cc2c(c(N3CCOCC3)nc3sc4c(NCc5ccccc5)nnnc4c23)CS1	-1	-9	-10	89	12	6	-0.3	-1.4	5	4
CCCN(CCC)CCNC(=O)CS(=O)Cc1nc(-c2ccc(C)cc2)oc1C (configuration not stated)	1	-5	2	93	-4	7	0.1	-0.7	3	3
CC(CCc1ccco1)NC(=O)c1cccc2c1C(=O)N(C1CCCCC1)C2 (configuration not stated)	-4	-5	7	100	5	-6	-0.2	0.4	11	.
O=C(CCN1C(=O)c2ccncc2C1=O)Nc1cc(F)ccc1F	1	-3	4	98	1	2	-0.4	0.0	0	14
CCCCNC(=O)C1CC(c2c(Cl)cccc2Cl)=NO1 (configuration not stated)	5	-10	-7	100	-10	-5	-0.1	1.1	6	-7
Cc1cc(SC(C)C(=O)O)nc2ccccc12 (configuration not stated)	2	6	4	97	7	8	-0.1	-5.3	8	-1
COc1ccc(NC(=O)N(C)C[C@H]2OCCCC[C@H](C)Oc3ccc(NC(=O)Nc4ccc5c(c4)OCO5)cc3C(=O)N([C@@H](C)CO)C[C@@H]2C)cc1	-5	-7	5	98	-5	-1	1.4	1.9	13	5
COc1ccc(CNC(=O)CN(C(=O)Cn2nnc(-c3ccccc3F)n2)c2ccc(C)cc2)cc1	1	4	1	101	4	12	0.1	-0.9	20	-6
O=C1OCC/C1=C\NCCCN/C=C1\CCOC1=O	2	-6	5	99	-1	0	0.0	-1.0	-7	3
Cn1c(=O)[nH]c(=O)c2c1nc(CN1CCOCC1)n2Cc1ccccc1	3	-9	2	103	12	-4	-0.3	-0.7	-8	11
O=C(Nc1cccc2ccccc12)c1ccc([N+](=O)[O-])cc1	1	-4	-1	96	0	0	0.1	-2.7	3	-3
Cn1c(SCC(=O)N2CCCCCC2)nnc1-c1ccco1	0	-18	-1	178	-2	-2	0.0	2.2	-6	-4
O=C(Cn1c(NCCCO)nc2ccccc21)c1ccc(Cl)cc1	-1	1	-1	96	-2	12	0.3	0.1	-8	16
COc1ccc(CCNCC(C)c2ccccc2)cc1 (configuration not stated)	1	-20	3	97	4	2	0.3	-0.1	14	-3
COc1ccc(N2C(=O)C3CCCN3C2c2ccccc2Cl)cc1 (configuration not stated)	-1	-4	0	94	17	.	0.3	-1.5	8	-5
Cc1cccc(NC(=O)CN(C)C(=O)/C=C/c2ccccc2)c1C	2	-5	2	97	-1	13	0.0	-0.7	-1	-1
CC(NC(=S)NCc1ccccc1)C12CC3CC(CC(C3)C1)C2 (configuration not stated)	0	-1	2	97	4	8	-0.4	-3.1	-1	1
CCCc1nc2ccccc2c(NC(=O)CN(CC)CC)c1CC	2	3	0	87	-5	3	0.6	-1.9	9	-1

Outcome played no part in choosing rows, and some 3.6% of all compounds hit somewhere here.
